From PubChem
SRC3 inh: inhibits human SRC3 coactivator | HEK293 GAL4-SRC3 luciferase reporter, luminescence | inhibition, % at 3.6 µM | actives 0.17% (n = 360,000) | AID 588352;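 active = inhibition above a per-campaign cutoff, the mean of all compounds plus 3 SD, cut at about 60% in these data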;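 note: 0% = DMSO-treated cells and 100% = gossypol-treated cells at 36 µM; higher means less SRC3-driven luciferase light from the GAL4 reporter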
ABHD5-PLIN5 inh: ABHD5-PLIN5 protein interaction inhibition; actives 0.78% (n = 360,000); inhibition, % at 4 µM; Q00G26+Q8WTS1; Split G. princeps luciferase complementation, luminescence, 4 h;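 active = inhibition above the mean inhibition across every tested compound plus 3 SD, cut at about 22% in these data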;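 note: 0% = DMSO only wells and the 100% control is not disclosed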
COUP-TFII inh: NR2F2 (human) inhibition, primary screen | HEK293T NGFI-A luciferase reporter, luminescence | inhibition, % at 8.6 µM | actives 0.7% (n = 370,000) | AID 686940;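 active = inhibition above a per-plate cutoff, mean inhibition of test wells between control levels plus 3 SD, cut at about 38% in these data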;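 note: cells cotransfected with COUP-TFII expression vector driving the NGFI-A reporter; 0% = median of COUP-TF2 test wells and 100% = reporter-only cells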
NOD2 RIPK2 PPI: inhibitors of human NOD2-RIPK2 interaction; inhibition, % at 4.98 µM; O43353; actives 0.38% (n = 360,000); CHO BLA complementation NOD2-RIPK2, CCF4 ratio; in the data active = inhibition above about 21%;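 note: 0% = vehicle only and 100% = reference blocker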
SRC1 inh: inhibits human SRC1 coactivator | Q15788 | HEK293 GAL4-SRC1 luciferase reporter, luminescence | inhibition, % at 3.6 µM | actives 0.12% (n = 360,000);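 active = inhibition above the campaign mean plus 3 SD, with each screening campaign given its own cutoff, cut at about 60% in these data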;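 note: 0% = DMSO treated cells and 100% = gossypol at 36 µM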
Target sequence (Q15788 whole entry, looked up, the tested form may be a part): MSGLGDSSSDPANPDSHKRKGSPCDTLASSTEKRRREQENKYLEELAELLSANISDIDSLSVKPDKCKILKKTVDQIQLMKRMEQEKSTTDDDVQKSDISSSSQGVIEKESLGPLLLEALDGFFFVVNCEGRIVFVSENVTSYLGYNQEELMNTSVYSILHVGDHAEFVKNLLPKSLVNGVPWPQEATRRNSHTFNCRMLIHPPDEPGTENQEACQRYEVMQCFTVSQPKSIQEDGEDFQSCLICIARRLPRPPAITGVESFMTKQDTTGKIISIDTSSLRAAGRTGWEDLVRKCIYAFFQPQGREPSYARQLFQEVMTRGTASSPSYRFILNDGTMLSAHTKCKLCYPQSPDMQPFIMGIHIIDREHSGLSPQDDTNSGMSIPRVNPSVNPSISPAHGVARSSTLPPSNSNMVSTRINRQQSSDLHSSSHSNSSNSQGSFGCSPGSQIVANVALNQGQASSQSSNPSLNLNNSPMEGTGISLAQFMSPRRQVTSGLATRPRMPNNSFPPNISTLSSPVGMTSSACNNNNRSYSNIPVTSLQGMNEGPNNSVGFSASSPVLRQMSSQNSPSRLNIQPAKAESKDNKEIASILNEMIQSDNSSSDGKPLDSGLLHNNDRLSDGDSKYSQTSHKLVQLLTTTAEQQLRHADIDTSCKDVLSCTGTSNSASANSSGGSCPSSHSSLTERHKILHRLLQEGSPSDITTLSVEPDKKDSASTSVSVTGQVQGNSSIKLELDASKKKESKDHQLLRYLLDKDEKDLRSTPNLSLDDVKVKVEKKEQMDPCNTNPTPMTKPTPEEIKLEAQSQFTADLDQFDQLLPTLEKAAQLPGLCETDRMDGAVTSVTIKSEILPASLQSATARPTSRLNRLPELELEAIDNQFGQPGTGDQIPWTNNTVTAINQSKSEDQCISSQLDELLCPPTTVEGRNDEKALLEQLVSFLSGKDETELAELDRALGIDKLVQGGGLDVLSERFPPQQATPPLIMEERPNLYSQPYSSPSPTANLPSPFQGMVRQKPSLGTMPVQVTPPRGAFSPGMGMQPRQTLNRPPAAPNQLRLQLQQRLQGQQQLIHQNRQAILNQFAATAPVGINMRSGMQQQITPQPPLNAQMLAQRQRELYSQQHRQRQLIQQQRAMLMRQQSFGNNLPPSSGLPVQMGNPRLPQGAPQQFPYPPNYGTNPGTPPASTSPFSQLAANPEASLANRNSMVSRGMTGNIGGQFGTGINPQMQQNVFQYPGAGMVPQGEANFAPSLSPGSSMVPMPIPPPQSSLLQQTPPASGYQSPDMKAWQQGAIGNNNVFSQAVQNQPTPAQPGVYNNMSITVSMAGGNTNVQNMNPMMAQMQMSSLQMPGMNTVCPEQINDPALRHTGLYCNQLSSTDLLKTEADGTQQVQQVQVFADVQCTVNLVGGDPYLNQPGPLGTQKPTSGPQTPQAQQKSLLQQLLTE
LRH-1 inv ag: NR5A2 inverse agonism in reporter assay | actives 0.13% (n = 360,000) | HEK293T StAR-luciferase reporter, LRH-1 transfected, 24 h | O00482 | inhibition, % at 3.6 µM;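 active = inhibition above the mean inhibition of all tested compounds plus 3 SD, cut at about 73% in these data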;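 note: 0% = DMSO wells and 100% = reporter-only cells lacking LRH-1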
TROY NFkB inh: inhibitors of TROY-dependent NF-kB signaling; Q293 LMP1-TROYcd NF-kB luciferase reporter, 4 h; inhibition, % at 10 µM; actives 0.98% (n = 360,000);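 active = compounds whose plate-normalised and pattern-corrected inhibition of the luciferase reporter signal at the single screening dose is 50% or more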
SRC2 inh: human SRC2 (NCOA2) inhibition. AID 651957. inhibition, % at 9 µM. HEK293 GAL4-SRC2 luciferase reporter, luminescence. actives 0.17% (n = 370,000);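 active = inhibition above the mean inhibition of all tested compounds plus 3 SD, set per campaign, cut at about 52% in these data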;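 note: 0% = DMSO treated cells and 100% = cells given Gossypol at 36 µM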
TLR9-MyD88 inh: blocks human TLR9 binding to MyD88 | Q9NR96+Q99836 | CHO BLA complementation TLR9-MyD88, CCF4 FRET ratio | inhibition, % at 4.98 µM | actives 0.21% (n = 340,000) | AID 504734;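 active = inhibition above the mean over all tested compounds plus 3 SD, cut at about 21% in these data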;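 note: 0% = DMSO only wells and 100% = clavulanate BLA inhibitor control wells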
TWEAK-Fn14 inh: inhibitors of TWEAK-Fn14 interaction signaling | AID 1159606 | TWEAK-stimulated Fn14 reporter cells, luciferase luminescence, 8 h | inhibition, % at 10 µM | actives 2% (n = 360,000); in the data active = inhibition above about 50%
Exocytosis inh: lytic granule exocytosis inhibition; TALL-104 LAMP-1 surface exposure, flow cytometry; cells stimulated with thapsigargin and PMA; inhibition, % at 10 µM; actives 0.66% (n = 360,000); AID 651702;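 active = inhibition above about 55%, limit read from the data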
* marks the source's active call; other numbers are inactive results; . = no result given.

1. O=C(CN1C(=O)NC2(CCc3ccccc32)C1=O)Nc1cccc(Cl)c1 (stereo not given)
2. Cc1c(Cl)cccc1NC(=S)Nc1ccc(S(=O)(=O)Nc2ncccn2)cc1
3. CC(=O)Nc1ccc(NC(=O)c2ccccc2CC[N+](=O)[O-])cc1
4. COc1ccc(CC(=O)OCC(=O)Nc2ncc(Cl)cc2Cl)cc1OC
5. COc1ccc(C(=O)NC(=S)N(C)Cc2ccccc2)cc1Br
6. CC(C)c1nnc(NC(=O)C2CCCN2C(=O)Nc2cccc(Cl)c2)s1 (stereo not given)
7. COc1ccc(OC)c2c(C)cc(NCCN3CCOCC3)nc12
8. CC1CCc2c(sc3ncnc(SCC(=O)c4ccccc4)c23)C1 (stereo not given)

| entry no. | 1 | 2 | 3 | 4 | 5 | 6 | 7 | 8 |
| --- | --- | --- | --- | --- | --- | --- | --- | --- |
| TLR9-MyD88 inh | -3.0 | 4.8 | -0.6 | -0.4 | 6.8 | -2.8 | 0.6 | -9.0 |
| COUP-TFII inh | -1.3 | 4.0 | 9.7 | -16.4 | 6.6 | -7.7 | 4.7 | 5.9 |
| TROY NFkB inh | 1.0 | 3.8 | -7.1 | 9.3 | -2.2 | -18.5 | -8.4 | -17.8 |
| NOD2 RIPK2 PPI | -0.6 | -2.6 | -7.5 | 0.4 | 6.4 | -13.9 | -4.8 | -13.3 |
| SRC3 inh | -2.0 | 1.9 | -3.4 | 18.7 | 0.8 | 9.1 | 17.4 | 22.7 |
| LRH-1 inv ag | 15.7 | 6.8 | 12.4 | -1.8 | -9.9 | -0.6 | -13.5 | 5.4 |
| SRC2 inh | -18.9 | 1.0 | 9.1 | -12.2 | 5.3 | 9.8 | -8.9 | 10.3 |
| SRC1 inh | 2.1 | 5.6 | -13.8 | -32.5 | -17.1 | 20.3 | -8.9 | -4.1 |
| Exocytosis inh | -3.4 | 4.8 | -1.0 | 1.6 | 2.6 | -2.3 | 6.3 | 0.8 |
| ABHD5-PLIN5 inh | -8.7 | -3.2 | -3.7 | 8.1 | -1.4 | -4.3 | 1.3 | 5.2 |
| TWEAK-Fn14 inh | 4.5 | 7.2 | 6.2 | -0.8 | -18.4 | -13.4 | -11.9 | -18.8 |

9. COC(=O)c1cccc(NCN2C(=O)c3ccccc3C2=O)c1
10. CCc1ccc(NC(=O)C(C)n2nc(C)c([N+](=O)[O-])c2C)cc1 (stereo not given)
11. CSc1nncc(/C(C)=N\Nc2cccc(C)c2)n1
12. COc1cccc(NC(=O)COC(=O)c2ccccc2F)c1
13. CCCN1CCN(c2ccc(S(N)(=O)=O)cc2[N+](=O)[O-])CC1
14. COc1ccc(-c2[nH]ncc2CN(Cc2nccn2C)C(C)C)c(F)c1
15. CC(NC(=O)/C=C/c1ccc(Br)cc1)c1ccccc1 (stereo not given)
16. CCN1CCN(C(=O)c2ccc(OC)c(S(=O)(=O)Nc3ccc(C)cc3)c2)CC1

| entry no. | 9 | 10 | 11 | 12 | 13 | 14 | 15 | 16 |
| --- | --- | --- | --- | --- | --- | --- | --- | --- |
| TLR9-MyD88 inh | 0.6 | -5.8 | -3.6 | -6.5 | 5.1 | -13.4 | 16.3 | -0.4 |
| COUP-TFII inh | 12.7 | -3.0 | -5.8 | -0.4 | 8.3 | -7.5 | -30.5 | 4.1 |
| TROY NFkB inh | -35.1 | -5.4 | 14.9 | -88.1 | 8.8 | 2.7 | -17.2 | -0.4 |
| NOD2 RIPK2 PPI | -1.1 | -2.0 | -2.6 | -6.7 | -2.5 | 0.3 | -0.2 | 1.5 |
| SRC3 inh | -7.9 | 16.9 | -9.3 | -0.7 | 9.5 | -12.2 | 2.1 | 1.8 |
| LRH-1 inv ag | 3.7 | 15.8 | -1.3 | 11.2 | -1.9 | -16.9 | 12.0 | -9.6 |
| SRC2 inh | -10.9 | -14.6 | -6.7 | 10.8 | 2.0 | -4.2 | 5.7 | 4.8 |
| SRC1 inh | 1.2 | -3.5 | 2.2 | -1.6 | -9.3 | 3.9 | 9.9 | -0.7 |
| Exocytosis inh | 0.3 | -1.9 | -1.6 | -2.5 | 3.0 | -5.5 | -0.2 | 2.4 |
| ABHD5-PLIN5 inh | 0.6 | -6.5 | 1.2 | 3.2 | -5.3 | 8.9 | -9.0 | 6.7 |
| TWEAK-Fn14 inh | 2.1 | -8.8 | -14.8 | -34.5 | -5.0 | 10.4 | -0.2 | 2.4 |

17. COc1cccc(/C=C2\SC(=S)N(CCCC(=O)Nc3ccc(C(=O)O)cc3)C2=O)c1
18. COc1cccc(-n2c(=O)c3sccc3n(CC(=O)NC3CCCC3)c2=O)c1
19. NC(c1csc(Nc2cc(NCc3ccco3)ncn2)n1)c1ccccc1Cl (stereo not given)
20. CC(NC(=S)Nc1cccc(C(F)(F)F)c1)C(C)(C)C (stereo not given)
21. CCC1(c2ccccc2)NC(=O)N(CC(=O)N(CC(=O)Nc2ccccc2C(F)(F)F)Cc2ccco2)C1=O (stereo not given)
22. CC(NC(=O)OCc1ccccc1)C(=O)N1CC(O)CC1C(=O)O (stereo not given)
23. CC(=O)Nc1cccc(-c2cc(N3CCN(CCO)CC3)n3nccc3n2)c1
24. CCCC(=O)c1cc2ccccc2oc1=O

| entry no. | 17 | 18 | 19 | 20 | 21 | 22 | 23 | 24 |
| --- | --- | --- | --- | --- | --- | --- | --- | --- |
| TLR9-MyD88 inh | -3.0 | -0.1 | . | 4.3 | 1.3 | -2.8 | . | -1.1 |
| COUP-TFII inh | -3.1 | -7.1 | -5.7 | 1.9 | 3.6 | -5.1 | 11.5 | 13.2 |
| TROY NFkB inh | -20.1 | -17.4 | 11.2 | 14.5 | -19.7 | -11.3 | -23.6 | 3.2 |
| NOD2 RIPK2 PPI | -2.5 | 15.0 | -0.4 | -6.5 | -8.0 | 6.4 | -4.5 | -3.4 |
| SRC3 inh | 11.6 | -2.8 | -27.1 | 20.8 | 3.1 | 26.4 | -16.1 | -17.8 |
| LRH-1 inv ag | 1.3 | 16.9 | 23.0 | 5.3 | -15.0 | 18.5 | 2.8 | -18.7 |
| SRC2 inh | -4.0 | 5.2 | 19.5 | -21.2 | -10.1 | 15.4 | 6.4 | 2.4 |
| SRC1 inh | -6.5 | 4.7 | 1.2 | 4.1 | 0.9 | -4.7 | -1.5 | -18.6 |
| Exocytosis inh | 5.7 | -4.0 | 5.8 | -9.0 | 7.9 | -0.6 | -1.3 | -1.8 |
| ABHD5-PLIN5 inh | -3.4 | -3.5 | 5.8 | -2.5 | 5.8 | -2.1 | -15.3 | -2.5 |
| TWEAK-Fn14 inh | 4.2 | 13.2 | 20.7 | 5.2 | 18.2 | 6.2 | -25.4 | -9.6 |

In the list so far, nine have four or more nitrogen atoms:
2. Cc1c(Cl)cccc1NC(=S)Nc1ccc(S(=O)(=O)Nc2ncccn2)cc1
6. CC(C)c1nnc(NC(=O)C2CCCN2C(=O)Nc2cccc(Cl)c2)s1 (stereo not given)
10. CCc1ccc(NC(=O)C(C)n2nc(C)c([N+](=O)[O-])c2C)cc1 (stereo not given)
11. CSc1nncc(/C(C)=N\Nc2cccc(C)c2)n1
13. CCCN1CCN(c2ccc(S(N)(=O)=O)cc2[N+](=O)[O-])CC1
14. COc1ccc(-c2[nH]ncc2CN(Cc2nccn2C)C(C)C)c(F)c1
19. NC(c1csc(Nc2cc(NCc3ccco3)ncn2)n1)c1ccccc1Cl (stereo not given)
21. CCC1(c2ccccc2)NC(=O)N(CC(=O)N(CC(=O)Nc2ccccc2C(F)(F)F)Cc2ccco2)C1=O (stereo not given)
23. CC(=O)Nc1cccc(-c2cc(N3CCN(CCO)CC3)n3nccc3n2)c1

| entry no. | 2 | 6 | 10 | 11 | 13 | 14 | 19 | 21 | 23 |
| --- | --- | --- | --- | --- | --- | --- | --- | --- | --- |
| TLR9-MyD88 inh | 4.8 | -2.8 | -5.8 | -3.6 | 5.1 | -13.4 | . | 1.3 | . |
| COUP-TFII inh | 4.0 | -7.7 | -3.0 | -5.8 | 8.3 | -7.5 | -5.7 | 3.6 | 11.5 |
| TROY NFkB inh | 3.8 | -18.5 | -5.4 | 14.9 | 8.8 | 2.7 | 11.2 | -19.7 | -23.6 |
| NOD2 RIPK2 PPI | -2.6 | -13.9 | -2.0 | -2.6 | -2.5 | 0.3 | -0.4 | -8.0 | -4.5 |
| SRC3 inh | 1.9 | 9.1 | 16.9 | -9.3 | 9.5 | -12.2 | -27.1 | 3.1 | -16.1 |
| LRH-1 inv ag | 6.8 | -0.6 | 15.8 | -1.3 | -1.9 | -16.9 | 23.0 | -15.0 | 2.8 |
| SRC2 inh | 1.0 | 9.8 | -14.6 | -6.7 | 2.0 | -4.2 | 19.5 | -10.1 | 6.4 |
| SRC1 inh | 5.6 | 20.3 | -3.5 | 2.2 | -9.3 | 3.9 | 1.2 | 0.9 | -1.5 |
| Exocytosis inh | 4.8 | -2.3 | -1.9 | -1.6 | 3.0 | -5.5 | 5.8 | 7.9 | -1.3 |
| ABHD5-PLIN5 inh | -3.2 | -4.3 | -6.5 | 1.2 | -5.3 | 8.9 | 5.8 | 5.8 | -15.3 |
| TWEAK-Fn14 inh | 7.2 | -13.4 | -8.8 | -14.8 | -5.0 | 10.4 | 20.7 | 18.2 | -25.4 |

A portion of the library (hit frequency here may not be typical).
